Bioassay records deposited in PubChem BioAssay by Broad Institute.
CFTR F508del cor = CFTR F508del correction in bronchial cells | actives 0.36% (n = 350,000) | AID 720511 | CFBE cells, YFP halide quenching; stimulated with forskolin plus potentiator P3; % fluorescence drop versus neutral controls | activity (quench increase), % at 7.58 µM;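 active = mean added fluorescence quench of at least 8% versus neutral control, with both replicates also reaching 8%; inconclusive = only one of the mean or replicate conditions met; inactive = mean below 8% and not both replicates reaching 8%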;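 note: cells transiently co-express mutant CFTR-F508del with the halide-sensitive YFP; corrector assay measuring rescue of mutant channel to the surface after 24 h compound exposure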
EWS-Fli block = inhibitors of EWS/Fli oncoprotein transcriptional activity. A673 NR0B1-luciferase reporter, viability-normalised. inhibition, % at 12.6 µM. actives 0.67% (n = 350,000). AID 651661;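 active = mean inhibition of at least 50% after viability correction, with every replicate also passing that limit; inconclusive = mean reaches 50% but only one of two replicates passes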;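 note: firefly luciferase signal divided by Alamar Blue viability fluorescence both relative to DMSO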
PAX8 inh HTS = PAX8 transcriptional activity inhibition; inhibition, % at 12.6 µM; AID 652154; RMG-I TPO-luciferase reporter, SteadyGlo, 24 h; actives 1.2% (n = 360,000);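 active = mean replicate inhibition at least 60% with every replicate also reaching 60%; inconclusive = only one of the two criteria is met; inactive = mean below 60% and not all replicates reaching 60%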;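 note: luciferase light reporting Pax8 driven TPO promoter activity; plate controls were median of neutral control wells for no effect and mitoxantrone controls for full effect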
miR122 inh = miR-122 inhibition in Huh7 cells | Huh7 miR-122 Renilla luciferase sensor, 48 h; neutral wells = 0, positive control = 100 | activation (reporter increase), % at 12.5 µM | actives 0.3% (n = 340,000) | AID 602342;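 active = mean replicate activation score at least 90 and every replicate individually at or above 90; inconclusive = only one of the two criteria met; inactive = neither criterion met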;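 note: higher luciferase means less miR-122 activity so hits act as miR-122 inhibitors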
FN deposition inh = fibronectin deposition inhibition | inhibition, % at 12.6 µM | actives 0.086% (n = 350,000) | AH1F fibroblasts, Alexa488-fibronectin deposition fluorescence, overnight;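 active = mean inhibition across replicates of 30% or more, regardless of how many single replicates reach that level; inconclusive = mean under 30% yet at least half of replicates reach 30%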;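 note: positive control wells lacked labelled fibronectin entirely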
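Assay system: AH1F fibroblast monolayer, labelled fibronectin deposition. Amount: 10000 cells per well. Also added: labelled fibronectin 24 nM. Compound: single-point pinned compound. Incubation: cell attachment 1 h, compound and FN exposure overnight. Detection: fluorescence after three HBSS washes, excitation 485 nm, emission 525 nm. Read-out: inhibition of fibronectin deposition signal.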
INS-1E GSIS act = primary screen for activators of insulin secretion dependent on glucose, INS-1E cells, GLuc reporter luminescence | INS-1E GLuc reporter insulin secretion, 2-3 h | activation, % at 16.6 µM | actives 0.61% (n = 370,000) | AID 743287;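 active = lowest replicate activation of at least 40%, so every replicate reaches that level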;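 note: 0% = median of neutral control wells and 100% = median of IBMX positive control wells; some compounds called inactive have numbers as strong as hits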
DENV2 CPE = inhibitors of DENV2 cytopathic effect. DENV2-infected cells, cytopathic effect rescue, plate reader. CPE inhibition, % at 9.99 µM. actives 1.7% (n = 350,000); in the data active = CPE inhibition above about 20%, passing the limit was not always enough; inconclusive = no clear call, values can overlap the other calls; tested in BHK-21 cells;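 note: 0% = median of neutral control wells and 100% = median of positive control wells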
The depositor's hits bear a star; u = inconclusive; x = not tested or not shown; & = joins results of further samples; [ ] = another dose, or the depositor's remark. An unsorted share of the library. Share with any hit: about 3.9%.

entry | Compound | CFTR F508del cor | EWS-Fli block | PAX8 inh HTS | miR122 inh
1 | COc1ccc(-n2c(CCc3ccccc3)nnc2SCC(=O)c2ccccc2)cc1 | 1.9 | -5 | 23 | x
2 | C[C@@H]1CN([C@H](C)CO)C(=O)c2cccc(NS(=O)(=O)c3cccs3)c2O[C@@H]1CN(C)C(=O)Nc1ccccc1 | -0.7 | 0 | x | -1[16.7 µM]
3 | CN1CCN(C(=O)C[C@@H]2CC[C@@H]3[C@H](COC[C@@H](O)CN3CC3CCOCC3)O2)CC1 | 0.9 | -3 | -8 | 1[16.7 µM]
4 | NC(=O)NC(=O)COC(=O)c1cccc(S(=O)(=O)N2CCCCCC2)c1 | 3.0 | -12 | 21 | 1
5 | COc1ccc(/C=N/N2C(=O)CSC2=S)cc1Br | -2.3 | 7 | 10 | -1
6 | COc1ccc(S(=O)(=O)N[C@@H]2C=C[C@H](CC(=O)N3CCC(Cc4ccccc4)CC3)O[C@H]2CO)cc1 | -2.2 | 3 | -5 | x
7 | CN(C)CCNC(=O)CNC(=S)N(Cc1ccccc1)Cc1ccccc1F | -1.6 | 5 | 4 | x
8 | CN(CC(=O)Nc1ccc(S(=O)(=O)N(C)C)cc1)Cc1ccc(C(F)(F)F)cc1 | 3.1 | -6 | 20 | 3
9 | C/C(=N\NC(=O)CC(C)C)c1ccc(N2CCCCC2)cc1 | 3.5 | -24 | 34 | -7
10 | CCOC(=O)c1csc(NC(=O)c2cc(-c3ccccn3)nc3ccccc23)n1 | -4.5 | 7 | -1 | x
11 | COc1ccc(-c2ccc([C@H]3[C@H]4CN(C(=O)C5CCCC5)CC(=O)N4[C@H]3CO)cc2)cc1 | 1.9 | 13 | 6 | x
12 | O=C(CSc1ccsc1[N+](=O)[O-])NCc1ccco1 | 2.1 | 9 | -6 | x
13 | Cc1sc2nc(-c3cccnc3)[nH]c(=O)c2c1-c1ccccc1 | -3.5 | -5 | -15 | 5
14 | O=C(c1cnn(-c2cccc(F)c2)c1)c1ccccc1O | 2.4 | -68 | -57 | x
15 | C[C@@H]1CN([C@@H](C)CO)C(=O)c2cc(Br)cnc2O[C@H]1CN(C)C(=O)NC1CCCC1 | -0.1&1.5 | -5&7 | -26 | -6

entry | FN deposition inh | INS-1E GSIS act | DENV2 CPE
1 | -5 | -15 | 15
2 | x | 2 | x
3 | -2 | 9 | -3
4 | 1 | 18 | 5
5 | -5 | -13 | -6
6 | 10 | -15 | -8
7 | 5 | 23 | -2
8 | 1 | -22 | x
9 | 5 | x | x
10 | -2 | 12 | u
11 | 10 | -16 | 4
12 | -3 | 1 | -6
13 | 0 | -4 | 18
14 | 0 | 3 | 2
15 | -6 | 0 | 18&-9

3 compounds from above, ordered by number of heavy atoms, high to low:
entry | Compound | CFTR F508del cor | EWS-Fli block | PAX8 inh HTS | miR122 inh
11 | COc1ccc(-c2ccc([C@H]3[C@H]4CN(C(=O)C5CCCC5)CC(=O)N4[C@H]3CO)cc2)cc1 | 1.9 | 13 | 6 | x
10 | CCOC(=O)c1csc(NC(=O)c2cc(-c3ccccn3)nc3ccccc23)n1 | -4.5 | 7 | -1 | x
5 | COc1ccc(/C=N/N2C(=O)CSC2=S)cc1Br | -2.3 | 7 | 10 | -1

entry | FN deposition inh | INS-1E GSIS act | DENV2 CPE
11 | 10 | -16 | 4
10 | -2 | 12 | u
5 | -5 | -13 | -6

(further entries)
entry | Compound | CFTR F508del cor | EWS-Fli block | PAX8 inh HTS | miR122 inh
16 | COc1nc(OC)nc(Oc2ccc([N+](=O)[O-])cc2Cl)n1 | x | x | 3 | x
17 | COc1ccc(Cl)cc1NC(=O)CN(C)C(=O)C1COc2ccccc2O1 (stereo not given) | 1.4 | -5 | 20 | x
18 | CCOC(=O)CCC(NC(=O)CCC(=O)NC(CCC(=O)OCC)C(=O)OCC)C(=O)OCC (stereo not given) | x | x | 15 | -17
19 | C[C@H](CO)N1C[C@H](C)[C@@H](CN(C)C(=O)Nc2cccc3ccccc23)Oc2ccc(NC(=O)NC3CCCCC3)cc2CC1=O | -2.1 | 13 | 15 | -4[16.7 µM]
20 | CCOC(=O)C1CCN(C(=O)c2cccnc2Cl)CC1 | x | x | x | -1
21 | CO[C@H]1CN(C)C(=O)c2ccc(NC(=O)C3CC3)cc2OC[C@@H](C)N(C(=O)Cc2ccccn2)C[C@@H]1C | -4.1 | -2 | -2 | x
22 | COC(=O)c1ccc(CN(C)S(=O)(=O)c2cccs2)cc1 | 0.1 | -5 | -28 | 3
23 | C#CCSc1nnc(-c2c[nH]c3ccccc23)n1C | 1.4 | -11 | -5 | 9
24 | CCCC(=O)Nc1ccc2c(c1)C(=O)N(C)[C@@H]1CC[C@H](CC(=O)O)O[C@H]1CO2 | 0.2 | 6 | -4 | -3[16.7 µM]
25 | Cc1ccc2c(c1)N(C(C)C(=O)NCCc1ccccc1)C(=O)CO2 (stereo not given) | x | x | -74 | -3
26 | CS(=O)(=O)Nc1ccc(-c2nnc3n2CCCCC3)cc1 | x | 8 | 15 | -2
27 | C[C@H](CO)N1C[C@H](C)[C@@H](CN(C)C(=O)c2ccccc2F)Oc2cc(-c3ccc(F)cc3)ccc2S1(=O)=O | -0.8 | 18 | x | 51[16.7 µM]
28 | CC1CN(S(=O)(=O)c2ccc(NC(=O)CCN3C(=O)c4ccccc4C3=O)cc2)CC(C)O1 (stereo not given) | x | x | -18 | -4
29 | O=C(C[C@@H]1CC[C@H](NC(=O)C2CCC2)[C@H](CO)O1)Nc1nccs1 | 0.6 | -3 | 6 | x
30 | COc1ccc(OCC(=O)NCc2ccc(Cl)cc2)cc1 | -0.4 | -4 | 0 | x

entry | FN deposition inh | INS-1E GSIS act | DENV2 CPE
16 | -1 | 9 | x
17 | 2 | -27 | 73*
18 | 14 | -13 | x
19 | x | -6 | -1
20 | 8 | 12 | x
21 | -6 | 7 | 10
22 | 2 | -6 | -2
23 | 2 | -2 | -5
24 | -5 | 2 | -4
25 | x | 12 | x
26 | -1 | -8 | 5
27 | -6 | -19 | 6
28 | 0 | x | x
29 | x | 4 | u
30 | 2 | 8 | -1

entry | Compound | CFTR F508del cor | EWS-Fli block | PAX8 inh HTS | miR122 inh
31 | COc1ccc(S(=O)(=O)N2CCC(C(=O)NCCN3CCOCC3)CC2)cc1C | -1.1 | 9 | 5 | -1
32 | COC(=O)[C@]12CCCCC=C1N(Cc1ccccc1)C(=O)[C@H](CC(=O)N1CCSCC1)C2 | 1.8 | 0 | -1 | x
33 | Cc1nn(C)c(Oc2cccc(C(F)(F)F)c2)c1C=O | 2.6 | 6 | 3 | x
34 | O=C1N[C@H](Cc2c[nH]c3ccccc23)COC(=O)[C@H](Cc2ccc(F)cc2)C/C=C\C[C@H]1CC(=O)N(CCO)Cc1ccccc1 | 1.0 | 4 | 4 | -4
35 | C[C@H]1CN([C@@H](C)CO)C(=O)CCCn2cc(nn2)CO[C@@H]1CN(C)S(=O)(=O)c1ccc(C#N)cc1 | 4.6&1.3 | 6&7 | -22&13 | 2
36 | O=C(c1ccc(F)cc1)N1CC(=O)N2[C@H](C1)[C@@H](c1ccc(C#CC3CC3)cc1)[C@@H]2CO | 4.8 | -7 | 27 | x
37 | COC(=O)C1=C(C)N(C)C(=NCc2cc(OC)c(OC)c(OC)c2)NC1c1cccc(F)c1 (stereo not given) | -1.2 | 8 | -27 | x
38 | Cn1c(CCNS(=O)(=O)c2ccccc2)nc2cc([N+](=O)[O-])ccc21 | 0.0 | x | 3 | 20
39 | C[C@@H]1CN([C@H](C)CO)S(=O)(=O)c2ccc(C#Cc3ccccc3F)cc2O[C@@H]1CN(C)C(=O)c1ccc2c(c1)OCO2 | 1.8 | 16 | 74* | -49[16.7 µM]
40 | C[C@@H]1CCCCO[C@@H](CN(C)S(C)(=O)=O)[C@@H](C)CN([C@@H](C)CO)C(=O)c2cc(NC(=O)c3ccccc3)ccc2O1 | 1.4 | 4 | 4 | 6[16.7 µM]
41 | CCCN(CCC)CCNC(=O)c1cc2c(-c3ccc(Cl)cc3)nn(C)c2s1 | -2.2 | 37 | 39 | -5
42 | N/C(=N\NC(=O)c1ccccc1)c1cc2ccccc2oc1=O | 2.2 | -9 | -14 | x
43 | Cc1noc(C)c1NC(=O)N[C@@H]1CC[C@H](CCNC(=O)C2CCCC2)O[C@@H]1CO | -2.5 | 2 | 0 | 13[16.7 µM]
44 | O=C(C[C@H]1C=C[C@H](NC(=O)C2CCC2)[C@H](CO)O1)NCCCN1CCOCC1 | -2.0 | 1 | -2 | -1[16.7 µM]
45 | Cc1cc(Cl)ccc1OC(C)C(=O)Nc1cnn(CCCC(=O)O)c1 (stereo not given) | -0.1 | 4 | -2 | -4

entry | FN deposition inh | INS-1E GSIS act | DENV2 CPE
31 | 2 | 1 | -3
32 | 1 | -4 | 5
33 | 0 | 15 | 18
34 | -9 | -12 | -3
35 | 3&-6 | -2&-6 | 11&-20
36 | -2 | 10 | 7
37 | 2 | x | -5
38 | 4 | 4 | 9
39 | x | -40 | 2
40 | x | -5 | -12
41 | 3 | 31 | -7
42 | x | 3 | -1
43 | -4 | -2 | 14
44 | 0 | 6 | 7
45 | -3 | x | -4

Compound profiles (already shown). Values in the order: CFTR F508del cor	EWS-Fli block	PAX8 inh HTS	miR122 inh	FN deposition inh	INS-1E GSIS act	DENV2 CPE
`C[C@H]1CN([C@@H](C)CO)C(=O)CCCn2cc(nn2)CO[C@@H]1CN(C)S(=O)(=O)c1ccc(C#N)cc1` in the list: 4.6&1.3	6&7	-22&13	2	3&-6	-2&-6	11&-20
`N/C(=N\NC(=O)c1ccccc1)c1cc2ccccc2oc1=O` in the list: 2.2	-9	-14	x	x	3	-1
`Cc1nn(C)c(Oc2cccc(C(F)(F)F)c2)c1C=O` in the list: 2.6	6	3	x	0	15	18
`C[C@@H]1CN([C@H](C)CO)S(=O)(=O)c2ccc(C#Cc3ccccc3F)cc2O[C@@H]1CN(C)C(=O)c1ccc2c(c1)OCO2` in the list: 1.8	16	74*	-49[16.7 µM]	x	-40	2
`COc1ccc(S(=O)(=O)N2CCC(C(=O)NCCN3CCOCC3)CC2)cc1C` in the list: -1.1	9	5	-1	2	1	-3

New compounds follow
entry | Compound | CFTR F508del cor | EWS-Fli block | PAX8 inh HTS | miR122 inh
46 | C=CCNc1nc2cc(-c3cccc(NC(C)=O)c3)sc2c(=O)n1C | -0.6 | -23 | -8 | -5
47 | O=C(NCCN1CCOCC1)c1ccc(N2CCCC2)c([N+](=O)[O-])c1 | 0.2 | -2 | -1 | x
48 | CCN(CC)c1nc(N)nc(NS(=O)(=O)c2ccc(Cl)cc2)n1 | x | x | 8 | -5
49 | CCCS(=O)(=O)NCCc1csc(-c2ccc(OC)c(OC)c2)n1 | 2.9 | 1 | 3 | -3

entry | FN deposition inh | INS-1E GSIS act | DENV2 CPE
46 | 5 | 4 | -7
47 | 4 | 5 | 0
48 | -2 | x | x
49 | 1 | 31 | -8

Quoted at random: three compounds from above, in no set order.
entry | Compound | CFTR F508del cor | EWS-Fli block | PAX8 inh HTS | miR122 inh
47 | O=C(NCCN1CCOCC1)c1ccc(N2CCCC2)c([N+](=O)[O-])c1 | 0.2 | -2 | -1 | x
46 | C=CCNc1nc2cc(-c3cccc(NC(C)=O)c3)sc2c(=O)n1C | -0.6 | -23 | -8 | -5
49 | CCCS(=O)(=O)NCCc1csc(-c2ccc(OC)c(OC)c2)n1 | 2.9 | 1 | 3 | -3

entry | FN deposition inh | INS-1E GSIS act | DENV2 CPE
47 | 4 | 5 | 0
46 | 5 | 4 | -7
49 | 1 | 31 | -8
